ALOX12 inh: blocks human arachidonate 12S-lipoxygenase; purified 12hLO, xylenol orange hydroperoxide absorbance; Potency, µM (highest dose often 108 µM), for inactives: top-dose activity change, negative = inhibition, actives largely listed as inhibitors; 580,000 tested, 1.1% active; P18054; also: % is scaled to controls: 0 for no effect and ±100 for the full control effect
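Hydroperoxide product was detected by ferrous iron/xylenol orange as the 573 to 405 nm absorbance ratio. Arachidonic acid at 40 uM (final) was turned over for 30 min at room temperature by 150 nM human 12hLO, pH 7.0 Hepes buffer, after 15 min compound preincubation.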
TrxR1 substrate: rat thioredoxin reductase 1 substrate activity; O89049; purified TrxR1 substrate turnover, NADPH consumption readout; Potency, µM (series often up to 114 µM), for the others: at the top dose activity change, negative = substrate turnover; 390,000 tested, 0.01% active; AID 588456; also: % is scaled to controls: 0 for no effect and ±100 for the full control effect; nearly all actives have a fitted effect of over 50% in size
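Rat TrxR1, dispensed at 90 nM, was prereduced with 400 uM NADPH (final) for 5 min at ~22 deg C, then incubated with compound 15 min before 400 uM selenite. A first-read NADPH fluorescence drop versus no-compound background flagged substrates.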
Vif-APOBEC3F blk: Vif-A3F binding inhibition | HeLa A3F-eYFP + Vif (tagged APOBEC3F with the HIV-1 protein that degrades it), YFP fluorescence increase | AID 602313 | 390,000 tested, 0.2% active | Potency, µM (series often up to 46.1 µM), inactives show at the top dose activity, negative = active; also: % of control where 0% means no effect; nearly all actives have a fitted effect of over 65% in size
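HeLa cells stably expressing Vif plus C-terminally eYFP-tagged A3F were seeded, incubated overnight at 37 deg C, dosed with compound, incubated overnight again at 37 deg C. Yellow fluorescence (Ex 488/Em 500-530) reported blocked Vif-mediated A3F-eYFP degradation.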
mIDH1 inhibitor: human IDH1 R132H inhibition; O75874; IDH1-R132H enzyme, NADPH consumption, diaphorase/resazurin fluorescence; Potency, µM (series often up to 76.6 µM), for inactives: top-dose activity change, negative = inhibition, actives largely listed as inhibitors; 390,000 tested, 0.093% active; AID 602179; also: % is scaled to controls: 0 for no effect and ±100 for the full control effect; nearly all actives have a fitted effect of over 65% in size
Target sequence (O75874 whole entry R132H, stated change not applied): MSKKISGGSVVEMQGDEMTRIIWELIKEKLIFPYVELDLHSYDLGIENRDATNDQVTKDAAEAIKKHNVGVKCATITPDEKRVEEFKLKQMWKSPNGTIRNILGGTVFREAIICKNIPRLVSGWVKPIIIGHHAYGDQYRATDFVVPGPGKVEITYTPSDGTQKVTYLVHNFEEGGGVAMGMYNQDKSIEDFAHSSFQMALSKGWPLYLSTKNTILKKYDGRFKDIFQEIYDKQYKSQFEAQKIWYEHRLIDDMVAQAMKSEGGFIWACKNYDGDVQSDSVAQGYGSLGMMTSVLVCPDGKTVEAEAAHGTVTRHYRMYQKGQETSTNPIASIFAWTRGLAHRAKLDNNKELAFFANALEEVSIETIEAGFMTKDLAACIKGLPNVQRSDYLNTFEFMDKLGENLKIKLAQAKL
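IDH1-R132H (0.5 ug/mL) preincubated 30 min with compound, then NADPH (0.016 mM) and alpha-KG (2 mM) added; 80 min at RT, pH 7.5. Remaining NADPH coupled via diaphorase/resazurin to fluorescence (540/590 nm); concentration-response curves normalized to no-enzyme control.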
RGS4 inh: human RGS4 inhibition | Potency, µM (top dose mostly 114 µM), for the others: at the top dose activity change, negative = inhibition, most hits filed as inhibitors | P49798 | AID 504845 | 390,000 tested, 0.039% active | Transcreener GDP fluorescence polarization, RGS4-accelerated GTP hydrolysis; also: % is scaled to controls: 0 for no effect and ±100 for the full control effect; nearly all actives have a fitted effect of over 75% in size; some results filed as inactive show a strong effect at the top dose
Target sequence (P49798 whole entry, looked up): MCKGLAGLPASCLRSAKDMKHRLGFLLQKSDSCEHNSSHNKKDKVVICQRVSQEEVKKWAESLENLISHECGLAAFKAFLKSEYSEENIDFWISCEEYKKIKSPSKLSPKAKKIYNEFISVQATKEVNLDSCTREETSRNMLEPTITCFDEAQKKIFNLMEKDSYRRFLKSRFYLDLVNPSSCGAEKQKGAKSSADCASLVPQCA
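MLSMR compounds (23 nl, pin-transferred) preincubated 10 min at room temperature with a 500nM (2x) first reagent, then RGS4 at 900nM (2x) plus Transcreener GDP mix added; fluorescence polarization (620/688 nm) read before and after 90 min at 30 °C.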
TrxR1 inh: rat TrxR1 inhibition; O89049; recombinant rTrxR1, NADPH fluorescence consumption, selenite substrate; Potency, µM (top dose mostly 114 µM), for inactives: at the highest dose activity change, negative = inhibition, most hits filed as inhibitors; 390,000 tested, 1% active; also: % is scaled to controls: 0 for no effect and ±100 for the full control effect; nearly all actives have a fitted effect of over 65% in size
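Rat TrxR1 (90 nM in the dispensed reagent) was pre-reduced with 400 uM NADPH for 5 min at room temperature, then incubated with compound for 15 min. After 400 uM selenite was added, NADPH fluorescence (Ex 340/Em 450 nm) was followed for 8 min.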
RXFP1 ag: RXFP1 (human) receptor agonism; HEK293T-RXFP1 cAMP TR-FRET, 30 min; response scale: percent of porcine relaxin response, buffer zero; Potency, µM (series often up to 57.5 µM), without a hit: at the highest dose activation, usual class: activators; 370,000 tested, 0.3% active; AID 2676; also: % is scaled to controls: 0 for no effect and ±100 for the full control effect; nearly all actives have a fitted effect of over 60% in size; many of its hits are not listed in these tables
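HEK293 cells stably expressing RXFP1, treated 30 min at 37C with compounds plus PDE4 inhibitor Ro 20174; cAMP measured by HTRF TR-FRET. Normalized to buffer and 29 nM porcine relaxin; EC50 by Hill fit.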
Vif-A3G inh: inhibitors of Vif-APOBEC3G interaction; HeLa A3G-eYFP + Vif (tagged APOBEC3G with the HIV-1 protein that degrades it), YFP fluorescence, overnight; Potency, µM (highest dose often 46.1 µM), for the others: at the highest dose activity, negative = active, usual class: inhibitors; 410,000 tested, 0.076% active; Q9HC16; AID 602310;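 also: % is scaled to controls: 0 for no effect and ±100 for the full control effect; nearly all actives have a fitted effect of over 60% in size; hits raise eYFP signal because A3G escapes Vif-driven loss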
Target sequence (Q9HC16 whole entry, looked up): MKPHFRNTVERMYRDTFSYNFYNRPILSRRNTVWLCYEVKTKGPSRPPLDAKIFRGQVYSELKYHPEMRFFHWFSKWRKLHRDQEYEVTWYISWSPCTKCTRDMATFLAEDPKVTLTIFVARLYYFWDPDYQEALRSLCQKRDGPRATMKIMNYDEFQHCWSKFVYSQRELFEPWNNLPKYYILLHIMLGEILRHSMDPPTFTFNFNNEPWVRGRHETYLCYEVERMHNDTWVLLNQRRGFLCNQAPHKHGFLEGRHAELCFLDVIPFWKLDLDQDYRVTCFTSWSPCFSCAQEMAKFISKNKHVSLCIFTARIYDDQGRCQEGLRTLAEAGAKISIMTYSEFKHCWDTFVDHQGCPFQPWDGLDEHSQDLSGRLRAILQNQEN
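HeLa cells stably expressing Vif and C-terminally eYFP-tagged A3G, seeded overnight at 37 deg C, then exposed to compound by pintool overnight at 37 deg C. Rise in yellow fluorescence (Ex 488/Em 500-530, Acumen) marks blocked Vif-driven A3G degradation.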
USP1 inh: inhibitors of human USP1/UAF1 deubiquitinase. O94782. recombinant USP1/UAF1, Ub-Rhodamine cleavage fluorescence. Potency, µM (titrated, usually from 57.1 µM), inactives show top-dose activity change, negative = inhibition, hits mostly inhibitors. 390,000 tested, 0.23% active. AID 743255; also: % is scaled to controls: 0 for no effect and ±100 for the full control effect; nearly all actives have a fitted effect of over 60% in size; inactives centre near -12
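High-throughput fluorogenic screen: 1nM USP1/UAF1 complex, Ub-Rho substrate 150nM final, 50mM HEPES pH 7.8 with 0.5mM EDTA, 0.1 mg/ml BSA, 1mM TCEP and 0.01% Tween-20.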
The depositor's hits bear a star; ? = inconclusive; nt = no result given; & = joins results of further samples; [ ] = another dose, or the depositor's remark. Calls follow the shape of the dose curve; as a rule, active = well fitted curve in the direction sought with a large enough effect; inconclusive = small, poorly fitted or top-dose-only effect, or another doubt; inactive = no such curve, though single readings can be large; an effect the other way counts as inactive or inconclusive. Potency is read from the fitted curve at half-maximal effect. Only part of the results is shown. The share of hits here may be higher or lower than overall.

SMILES	ALOX12 inh	TrxR1 substrate	Vif-APOBEC3F blk	mIDH1 inhibitor	RGS4 inh	TrxR1 inh	RXFP1 ag	Vif-A3G inh	USP1 inh
COc1cc(NC(=O)[C@@H]2CCCN(S(=O)(=O)c3cccc4cccnc34)C2)cc(OC)c1OC	-26%	4%	-6%	7%	-17%	2%	-0.6%	-2%	-21%
C=CCN(C(=O)c1ccccc1)C1CCS(=O)(=O)C1 (stereo not given)	9%	3%	0%	-3%	21%	25%	0.4%	2%	-2%
O=C(CSc1nc2ccccc2o1)Nc1cc(C(F)(F)F)ccc1N1CCOCC1	0%	-12%	nt	6%	-11%	-8%	0.3%	2%	-9%
CC(C)Oc1ccc(CNC(=O)CCCN2C(=O)c3cccnc3Oc3ccc(Cl)cc32)cc1	?	-6%	-9%	-11%	-4%	6%	1.0%	-3%	-12%
C[n+]1cccc(O)c1SCc1ccccc1	1%	-14%	0%	-10%	-39%	18%[57.1 µM]	2.7%	0%	10%
Cc1n[nH]c(=O)nc1NCCc1ccccc1	0%	7%	-4%	-2%	9%	10%	0.1%	0%	-6%
O=C(NNc1ccc(F)cc1F)c1c(F)cccc1Cl	79%[activator]	6%	16%	18%	24%	12%	2.3%	-7%	-25%
COc1ccc(S(=O)(=O)Nc2c(NC3CCCCC3)c3ccccc3oc2=O)cc1	?	0%	-1%	-11%	-6%[56.9 µM]	29%	0.8%	3%	-18%
NC(=S)n1[nH]c(-c2ccc([N+](=O)[O-])cc2)c(N=Nc2cccc(Cl)c2)c1=O	?	-6%[57.1 µM]	-3%	-1%	?	-5%[57.1 µM]	-1.8%	-1%	-27%
Cc1ccc(NC(=O)CSc2nc3[nH]ncc3c(=O)[nH]2)cc1Cl	-22%	-2%[57.1 µM]	?	-6%	-17%	7%[57.1 µM]	0.9%	1%	-8%
CCOc1ccc(Nc2ccc(N)c(S(=O)(=O)O)c2)cc1	?	-3%	?	7%	-30%	-13%	nt	-2%	?
COCc1cc(C)nc(SCC[N+](C)(C)CC(=O)c2ccc(Br)cc2)c1C#N	-13%	4%[57.1 µM]	-2%	3%	3%	18%[57.1 µM]	1.8%	1%	-18%

Reprinted at random: 2 records from the list
SMILES	ALOX12 inh	TrxR1 substrate	Vif-APOBEC3F blk	mIDH1 inhibitor	RGS4 inh	TrxR1 inh	RXFP1 ag	Vif-A3G inh	USP1 inh
O=C(CSc1nc2ccccc2o1)Nc1cc(C(F)(F)F)ccc1N1CCOCC1	0%	-12%	nt	6%	-11%	-8%	0.3%	2%	-9%
C=CCN(C(=O)c1ccccc1)C1CCS(=O)(=O)C1 (stereo not given)	9%	3%	0%	-3%	21%	25%	0.4%	2%	-2%

More records follow:
SMILES	ALOX12 inh	TrxR1 substrate	Vif-APOBEC3F blk	mIDH1 inhibitor	RGS4 inh	TrxR1 inh	RXFP1 ag	Vif-A3G inh	USP1 inh
COCCNC(=O)CC(=O)N/N=C/c1ccc(C(=O)OC)cc1	4%	-5%	4%	2%	6%	10%[57.1 µM]	0.7%	1%	-16%
CCOC(=O)N1CCC(NS(=O)(=O)c2ccc3c(c2)oc(=O)n3C)CC1	?	2%	-3%	1%	22%	10%	-0.9%	1%	-8%
N#Cc1cc2ccccc2nc1SCC(=O)NC1CC1	18%	1%	3%	14%	-12%	4%	?	1%	-18%
Cn1cccc1-c1nc2ccc(NC(=O)c3cccs3)cc2[nH]1	-24%	-8%	6%	3%	40%	-22%	0.2%	-5%	-1%
COc1ccc(NC(=O)CN(C)C(=O)Cn2cnc3c2c(=O)n(C)c(=O)n3C)cc1	-7%	-7%[57.1 µM]	9%	0%	-4%	12%	4.6%	2%	-10%
CC(=O)OCC1=C(C(=O)O)N2C(=O)C(NC(=O)COc3ccc(F)cc3)C2SC1 (stereo not given)	?	0%[57.1 µM]	-20%	0%	-24%	?	-0.6%	0%	-3%
O=C(CN1C(=O)NC2(CCCC2)C1=O)NNC(=O)c1ccccc1	-29%	-6%	4%	3%	-49%	-9%	0.7%	0%	-14%
CCOc1ccc(CNC(=S)NCc2ccc(OCC)cc2)cc1	-19%	-20%[57.1 µM]	-24%	10%	-32%	22%[57.1 µM]	0.7%	-3%	-3%
Cc1ccc(CCNC(=O)CCn2nc(-c3ccc(Cl)cc3)ccc2=O)cc1	-22%	4%[57.1 µM]	1%	0%	-37%	19%[57.1 µM]	3.7%	-3%	?
CC(=O)Nc1ccc(NC(=O)COC(=O)COc2ccc3ccccc3c2)cc1	-16%	10%[57.1 µM]	-21%	0%	12%	21%	nt	0%	-19%
CNCCC=C1c2ccccc2CCc2ccccc21	-6%&0%	8%[57.1 µM]	9%	1%	-16%[56.9 µM]	15%[57.1 µM]	-1.4%	2%	-20%
CCN(C[C@H]1N[C@@](CC)(C(=O)OC)[C@H]2C(=O)N(C)C(=O)[C@@H]12)C(=O)c1ccc(C(C)(C)C)cc1	?	3%	3%	1%[38.3 µM]	-4%	9%	nt	-3%	-15%

Part of the list above in order of heavy-atom count, highest first.
SMILES	ALOX12 inh	TrxR1 substrate	Vif-APOBEC3F blk	mIDH1 inhibitor	RGS4 inh	TrxR1 inh	RXFP1 ag	Vif-A3G inh	USP1 inh
COc1ccc(S(=O)(=O)Nc2c(NC3CCCCC3)c3ccccc3oc2=O)cc1	?	0%	-1%	-11%	-6%[56.9 µM]	29%	0.8%	3%	-18%
COCc1cc(C)nc(SCC[N+](C)(C)CC(=O)c2ccc(Br)cc2)c1C#N	-13%	4%[57.1 µM]	-2%	3%	3%	18%[57.1 µM]	1.8%	1%	-18%
O=C(CN1C(=O)NC2(CCCC2)C1=O)NNC(=O)c1ccccc1	-29%	-6%	4%	3%	-49%	-9%	0.7%	0%	-14%
O=C(NNc1ccc(F)cc1F)c1c(F)cccc1Cl	79%[activator]	6%	16%	18%	24%	12%	2.3%	-7%	-25%

(cont.)
SMILES	ALOX12 inh	TrxR1 substrate	Vif-APOBEC3F blk	mIDH1 inhibitor	RGS4 inh	TrxR1 inh	RXFP1 ag	Vif-A3G inh	USP1 inh
CCCCOc1ccccc1NC(=O)c1ccc(=O)[nH]c1	-1%	-6%	-2%	-2%	-1%[56.9 µM]	-3%	-1.7%	-3%	-20%
O=S(=O)(Nc1ccccc1O)c1cccc2cccnc12	7%	7%[57.1 µM]	4%	15%	-3%	9%[57.1 µM]	-1.7%	-1%	-20%
O=C(Nc1ccccc1F)c1nc(SCc2ccc(F)cc2)ncc1Cl	-24%	0%	2%	11%	-9%	5%	0.9%	0%	3%
NC(=O)c1nsnc1-c1ccccc1O	nt	-7%	2%	1%	-32%	-10%	-1.7%	-2%	-17%
COc1ccc(NC(=O)c2cccc(S(=O)(=O)N3CCCCC3)c2)c(OC)c1	5%	-4%	-9%	-10%	20%[11.4 µM]	16%	-1.5%	2%	-11%
CCC1(c2ccccc2)NC(=S)N(c2ccc(C)cc2)N1 (stereo not given)	?	6%	-19%	6%	?	-14%	1.4%	-15%	-26%
Cc1ccc(O)c(NC(=O)CSc2n[nH]c(C)c2[N+](=O)[O-])c1	-22%	-3%	-1%	0%	-4%	1%	-0.4%	5%	-17%
CCOc1ccccc1CN1CCCC(C(=O)c2ccc(OC)c(OC)c2)C1 (stereo not given)	0%	15%[11.4 µM]	1%	5%	18%	34%	0.2%	3%	-5%
O=[N+]([O-])c1c(Nc2cccc(O)c2)cc(Cl)c2nonc12	?	-16%	5%	-1%	-69%[56.9 µM]	0.89µM*	0.5%	-19%	?
CCCCOC(=O)C(C)Sc1n[nH]c(=O)[nH]c1=O (stereo not given)	1%	-5%	5%	-4%	1%[11.4 µM]	5%	-0.6%	4%	-22%
Cc1cc(=O)[nH]c(SCc2ccc(Cl)cc2Cl)n1	?	-2%	0%	-3%	-13%	18%	-0.1%	2%	-16%
C/C(=N\NC(=O)c1ccn(C)n1)c1ccc(NC(=O)C2CCCC2)cc1	-1%	-10%	3%	3%	9%	-18%	1.1%	1%	-7%
COc1ccc(N(CC(=O)NCC2CCCO2)S(=O)(=O)c2ccccc2)cc1OC (stereo not given)	-5%	-4%	5%	0%	-1%	3%	-1.0%	4%	-1%
COCc1nnc(NC(=O)c2ccco2)s1	1%	-9%	-18%	0%	-29%[56.9 µM]	-9%	-0.7%	-1%	-13%
CCOc1ccc(-n2c(SCC(=O)Nc3ccc(OC)cc3)nc3sc4c(c3c2=O)CCN(C)C4)cc1	-13%	6%	1%	-21%	-6%	25%	-0.6%	-5%	-26%
COc1ccc(NC(=O)CSc2ccc3nnc(CCNC(=O)c4ccccc4)n3n2)cc1OC	0%	-2%	-1%	-6%	-2%	7%	-2.6%	0%	-4%
Cc1cc(C)c(NC(=O)CSc2nc3ccc(NC(=O)CSc4nnnn4-c4ccccc4)cc3s2)c(C)c1	-10%	-9%	2%	4%	2%	-4%	-0.7%	-1%	-5%
CCCc1cc(=O)[nH]c(SC(C)C(=O)N2c3ccccc3CC2C)n1 (stereo not given)	-8%	9%	-5%	15%	-11%	17%	-0.2%	-10%	-17%
C=CCn1c(SC(C)C(N)=O)nc2sc(CC)cc2c1=O (stereo not given)	0%	-5%[57.1 µM]	-19%	-8%	20%	-5%[57.1 µM]	-0.3%	1%	-2%

Compound activity from PubChem.
